HCV inhibitor – qHTS Assay for Inhibitors of Hepatitis C Virus (HCV). 3.4% of 340,000 active. Huh7.5.1 HCVcc-Cre infection, luciferase reporter, 44 h. Potency, µM (titrated, usually from 41.8 µM), for inactives: at the top dose activity change, negative = inhibition, hits mostly inhibitors; also: potency is read from the fitted curve at half-maximal effect
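Cells (1,000/well) were plated 4 h before compound, then infected with HCVcc-Cre virus (~0.5 moi). After 44 h further culture, infection was read as luciferase luminescence following a 15 min substrate incubation at room temperature.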
TbPYK inhibitor – qHTS of Trypanosoma Brucei Inhibitors; pyruvate kinase (Trypanosoma brucei), Q57TT1; TbPYK enzyme, Kinase-Glo Plus ATP luminescence, 45 min; Potency, µM (highest dose often 76.8 µM), for the others: at the highest dose activity, negative = inhibition, actives largely listed as inhibitors; 0.12% of 410,000 active; also: potency is read from the fitted curve at half-maximal effect; nearly all actives have a fitted effect of over 50% in size
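Activity of T. brucei pyruvate kinase was followed by Kinase-Glo Plus luminescence after the enzyme reacted 45 min at room temperature with 130 uM ADP (final) and substrate. Test compounds were added before ADP at multiple concentrations.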
AMA1-RON2 inh – qHTS for Inhibitors of AMA1-RON; Towards Development of Antimalarial Drug Lead: Primary Screen; AlphaScreen AMA1-biotinylated RON2 peptide binding; Potency, µM (top dose mostly 58.2 µM), for inactives: at the top dose activity change, negative = inhibition, most hits filed as inhibitors; 0.2% of 360,000 active; AID 720542, 2013;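 also: potency is read from the fitted curve at half-maximal effect; 0% = vehicle wells and -100% = peptide control; nearly all actives have a fitted effect of over 45% in size; some results filed as inactive show a strong effect at the top dose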
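AMA1 (3D7) with his tag at 25 nM final met compounds first, then biotinylated RON2 peptide at 25 nM; detection used donor plus acceptor beads, 10 µg/mL apiece, read by AlphaScreen after 30 min at room temperature.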
AmpC inh no detg – qHTS Inhibitors of AmpC Beta-Lactamase (assay without detergent). 0.52% of 330,000 active. Potency, µM (highest dose often 57.1 µM), without a hit: top-dose activity change, negative = inhibition, most hits filed as inhibitors. AmpC nitrocefin hydrolysis, absorbance 480 nm, 0.0001% Triton. P00811;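 also: potency is read from the fitted curve at half-maximal effect; plate controls were no compound for no effect and no enzyme for full effect; nearly all actives have a fitted effect of over 20% in size; some results filed as inactive show a strong effect at the top dose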
Target sequence (P00811 whole entry, looked up): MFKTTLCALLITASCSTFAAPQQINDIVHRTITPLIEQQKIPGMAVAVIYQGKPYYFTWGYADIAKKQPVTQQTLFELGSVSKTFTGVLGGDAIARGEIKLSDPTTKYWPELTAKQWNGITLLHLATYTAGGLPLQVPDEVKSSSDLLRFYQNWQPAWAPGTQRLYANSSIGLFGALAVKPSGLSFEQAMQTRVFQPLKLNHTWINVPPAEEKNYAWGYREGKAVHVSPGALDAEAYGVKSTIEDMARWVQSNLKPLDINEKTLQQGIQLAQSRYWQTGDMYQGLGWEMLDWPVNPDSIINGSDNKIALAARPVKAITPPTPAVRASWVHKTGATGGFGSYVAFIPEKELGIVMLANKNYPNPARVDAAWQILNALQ
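20 mM phosphate pH 7.0 + 0.01% (detergent screen) or 0.0001% Triton X-100; 5.3 nM AmpC reagent; cpd preinc 15 min RT; nitrocefin (800 uM stock) to start; A480 q20 s × 4 min; Activity was normalised to no-enzyme and no-compound control wells.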
HCMV inh – qHTS Assay for inhibitors of the human cytomegalovirus (HCMV) | 4.5% of 410,000 active | HFF cells, HCMV-luciferase reporter, 72 h; active compounds read low | activity change, negative = inhibition, % at 57.5 µM | AID 1259415, 2018; in the data active = activity change below about -60%; inconclusive = no clear call, values can overlap the other calls; inactive = above about -39%
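Steps: HFFs plated, 16 h 37C; compounds added; HCMV-luciferase added to MOI 1 PFU/cell; 72 h 37C; OneGlo reagent, 5 min room temperature; luminescence read, normalized to controls.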
LmPK inhibitor – qHTS Assay for Inhibitors of Leishmania Mexicana Pyruvate Kinase (LmPK). Q27686. purified LmPK, Kinase-Glo ATP luminescence, 1 h. Potency, µM (top dose mostly 57.5 µM), for the others: top-dose activity change, negative = inhibition, actives largely listed as inhibitors. 0.37% of 290,000 active. AID 1721, 2009; also: potency is read from the fitted curve at half-maximal effect
Target sequence (Q27686 whole entry, looked up): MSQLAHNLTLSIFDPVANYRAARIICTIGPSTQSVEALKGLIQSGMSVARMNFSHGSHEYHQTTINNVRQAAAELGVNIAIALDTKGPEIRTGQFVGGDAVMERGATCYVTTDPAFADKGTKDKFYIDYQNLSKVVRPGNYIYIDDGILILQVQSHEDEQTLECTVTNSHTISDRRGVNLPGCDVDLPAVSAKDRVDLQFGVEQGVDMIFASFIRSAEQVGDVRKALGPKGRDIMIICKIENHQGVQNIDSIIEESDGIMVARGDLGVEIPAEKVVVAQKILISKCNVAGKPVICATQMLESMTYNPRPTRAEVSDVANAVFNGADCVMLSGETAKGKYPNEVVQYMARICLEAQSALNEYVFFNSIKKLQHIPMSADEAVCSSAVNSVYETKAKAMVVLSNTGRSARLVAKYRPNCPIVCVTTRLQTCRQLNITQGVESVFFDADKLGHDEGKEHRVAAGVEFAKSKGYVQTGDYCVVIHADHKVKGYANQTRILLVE
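qHTS format; LmPK 0.1 nM; substrates PEP 0.5 mM and ADP 0.1 mM. One-hour room-temperature incubation, then coupled luciferase luminescence; 0.5 nM enzyme wells mark activation.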
AmpC detergent – qHTS Inhibitors of AmpC Beta-Lactamase (assay with detergent) | P00811 | AmpC hydrolysis of nitrocefin, absorbance 480 nm, 0.01% Triton | Potency, µM (titrated, usually from 114 µM), for the others: at the top dose activity change, negative = inhibition, most hits filed as inhibitors | 0.041% of 370,000 active;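 also: potency is read from the fitted curve at half-maximal effect; 0% = no-compound wells and -100% = no-enzyme wells; nearly all actives have a fitted effect of over 25% in size; some results filed as inactive show a strong effect at the top dose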
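20 mM phosphate pH 7.0 + 0.01% (detergent screen) or 0.0001% Triton X-100; 5.3 nM AmpC reagent; cpd preinc 15 min RT; nitrocefin (800 uM stock) to start; A480 q20 s × 4 min; Activity was normalised to no-enzyme and no-compound control wells.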
Active calls of the source: *; u = inconclusive; x = not tested or not shown; [ ] = another dose, or the depositor's remark. Unless noted, calls follow the shape of the dose curve; as a rule, active = well fitted curve in the direction sought with a large enough effect; inconclusive = small, poorly fitted or top-dose-only effect, or another doubt; inactive = no such curve, though single readings can be large; an effect the other way counts as inactive or inconclusive. Unless noted, % is scaled to controls: 0 for no effect and ±100 for the full control effect.

structure	LmPK inhibitor	AmpC inh no detg	TbPYK inhibitor	HCV inhibitor	AmpC detergent	HCMV inh	AMA1-RON2 inh
CC1CCN(c2ccccc2NC(=O)c2cc([N+](=O)[O-])ccc2N2CCOCC2)CC1	3%	-32%	2%	u	-1%	-93*	-16%
Cc1cc(=O)n2nc(N3CCCC(C(=O)N4CCN(c5ccccc5)CC4)C3)sc2n1 (stereo unspecified)	5%	36%	6%	-19%	u	-26	5%
Cc1noc(C)c1NC(=O)Nc1ccc2c(c1)C(=O)N([C@H](C)CO)C[C@H](C)[C@@H](CN(C)S(=O)(=O)c1ccccc1)O2	x	113%[activator]	0%	12%	x	9	4%
O=C(Oc1cccc(C(=S)N2CCCCC2)c1)c1ccccc1	0%	-25%	-2%	21%	9%	21	-6%
c1cnc2ccc(C(c3nnnn3C3CCCCC3)N3CCCCC3)cc2c1 (stereo unspecified)	6%	24%	0%	-2%	u	u	-17%
CCc1nc(SCC(=O)Nc2cc(C)on2)n[nH]1	4%	-23%	-5%	8%	8%	-35	1%
CC(N)Cc1c[nH]c2ccc(Cl)cc12 (stereo unspecified)	x	x	4%	u	x	7	24%
O=C(c1ccco1)N(Cc1cc2ccccc2[nH]c1=O)CC1CCCO1 (stereo unspecified)	10%	-9%	-3%	21%	u	-28	-9%
Cc1ccc(-n2cc(CN3CCN(Cc4nccn4C)CC3)c(-c3ccc(F)cc3)n2)cc1	3%	226%[activator]	-9%	u	5%	-11	14%
COCCCNc1nc2ccccc2nc1NS(=O)(=O)c1cccs1	0%	-13%	0%	-19%	0%	1	4%
Cn1c(=O)cc(SCC(=O)NCCCN2CCN(c3ccc(F)cc3)CC2)c2ccccc21	12%	139%[activator]	4%	u	1%	-2	-22%
CC(NC(=O)c1ccccc1Br)c1nnc(SCc2ccc([N+](=O)[O-])cc2)n1C (stereo unspecified)	1%	10%	-5%	-3%	-13%	-38	-1%
O=C(COc1ccc(C(=O)c2ccccc2)cc1)NCc1ccc(F)cc1	1%	-7%	-10%	-8%	-9%	-76*	21%
COc1cccc(CNc2ccc(S(=O)(=O)N3CCCC3)cn2)c1	x	-16%	1%	u	x	80	-7%
Cc1ccc(S(=O)(=O)/N=C(\N)c2ccc(F)cc2)cc1	-2%	-28%	5%	4%	3%	87	-4%
O=c1cc(-c2ccccc2)[nH]c2[nH]n(-c3ccccc3)c(=O)c12	1%	-37%	-6%	15%	u	2	-10%
O=C1CCC(C(=O)OC(C(=O)Nc2cc(Cl)cc(Cl)c2)c2ccccc2)=NN1 (stereo unspecified)	x	-46%	-10%	-21%	-6%	-7	-9%
COCCn1c(-c2ccc3ccccc3c2)nc2c1c(=O)[nH]c(=O)n2CC(C)C	-1%	20%	5%	u	-9%	-30	-14%
CCNc1sc(C(=O)OCC)c(N)c1C#N	3%	-23%	0%	4%	1%	u	-10%
COc1ccc(C(=O)COC(=O)c2cc3ccccc3oc2=O)c(OC)c1	x	-16%	-2%	-28%	-2%	-20	-15%
CCOc1ccccc1/C=N/NC(=O)c1cccc(Cl)c1	-1%	-22%	1%	16%	-5%	10	3%
COc1ccc(CCNCC(O)Cn2ccc3ccccc32)cc1OC (stereo unspecified)	4%	1%	2%	-21%	-2%	4	-5%
CC1CCN(S(=O)(=O)c2cccc(S(=O)(=O)N3CCOCC3)c2)CC1	-5%	55%	-2%	11%	0%	17	4%
CC(=O)NC(CCS(C)(=O)=O)C(=O)Nc1cc(Cl)ccc1Cl (stereo unspecified)	-1%	-22%	6%	10%	-14%	159	-6%
COCCNC(=O)C(=O)NCC1OCCN1S(=O)(=O)c1ccc2c(c1)OCCO2 (stereo unspecified)	-1%	-1%	6%	-3%	6%	0	-1%
CN(C)c1nc2c(c(=O)n(C)c(=O)n2C)n1Cc1ccccc1	4%	-1%	-6%	3%	-13%	12	2%
CCOc1ccc(Nc2nc(Cl)nc(N3CCN(c4ccc(OC)cc4)CC3)n2)cc1	1%	-15%	-8%	u	u	-1	u
O=C(NCc1ccco1)C(c1ccccc1)N(Cc1ccccc1)C(=O)Cn1nnc2ccccc21 (stereo unspecified)	4%	-18%	-4%	-5%	-4%	-35	-14%
Nc1ccc(Br)cc1C(=O)O	-4%	-14%	3%	7%	-11%	-32	-10%
COC(=O)c1c(C)n(Cc2ccc3c(c2)OCO3)c2ccc(O)cc12	-4%	-47%	-11%	u	1%	-30	-1%
CCOc1ccc(C2C(C#N)=C(N)Oc3cc(C)n(CCN4CCOCC4)c(=O)c32)cc1OCC (stereo unspecified)	0%	-15%	5%	u	u	-21	9%
Cc1ccccc1-c1nc(S(=O)(=O)c2ccccc2)c(NCCN2CCOCC2)o1	x	x	-1%	x	x	-8	14%
CCn1cc(C(=O)N2CCN(c3ccccc3)CC2)c(=O)c2cc(S(=O)(=O)N(C)C)ccc21	x	x	1%	x	4%	6	x
Cn1nccc1NC(=O)CSCC(=O)O	-1%	-11%	1%	14%	u	34	8%
CC1CCCCN1S(=O)(=O)c1ccc(S(=O)(=O)N2CCN(C)CC2)cc1 (stereo unspecified)	-5%	-7%	5%	4%	-10%	-26	0%
COc1ccc(N2CCN(C3CCCN(Cc4ccc(F)cc4)C3)CC2)cc1 (stereo unspecified)	0%	-6%	-2%	-14%	0%	40	-9%
CCCCOC(=O)Nc1ccc(S(=O)(=O)Nc2cc(C)nc(C)n2)cc1	6%	-21%	-7%	15%	u	13	3%
CNC(=S)N1N=C(c2ccc(OC)cc2)CC1c1ccccc1Cl (stereo unspecified)	1%	7%	-6%	u	3%	-39	-11%
CCOc1ccc(CNC(=O)c2ccccc2NC(=O)c2nsc3ccccc23)cc1	x	x	4%	x	19%	125	x
CCOC(=O)Cn1c(=O)n(CC2CCCO2)c2nc(-c3ccccc3F)nc(C(N)=O)c21 (stereo unspecified)	x	x	-7%	x	2%	-9	x
O=C(/C=C/c1ccccc1Cl)NCc1ccco1	5%	-14%	-3%	-8%	-10%	-1	-11%
CN(C(=O)COC(=O)Cc1ccc(Br)cc1)c1c(N)n(Cc2ccccc2)c(=O)[nH]c1=O	x	x	-5%	x	x	-24	2%
COc1cccc(CCNc2ccc(N3C(=O)CC(C)C3=O)cc2[N+](=O)[O-])c1 (stereo unspecified)	-4%	87%[activator]	6%	-17%	3%	47	-24%
Cc1onc(-c2c(Cl)cccc2Cl)c1C(=O)O/N=C(\C#N)c1c(Cl)cccc1Cl	1%	-4%	-16%	10%	-5%	-15	4%
Cc1sc2nc(CSC(C)C(=O)Nc3ccc(C#N)cc3)[nH]c(=O)c2c1C (stereo unspecified)	x	-35%	-1%	-17%	-8%	-3	18%
Cc1cccc(N2CCN(S(=O)(=O)c3cc(Cl)ccc3Cl)CC2)c1C	x	x	3%	x	-3%	-29	x
CC(/C=C/c1ccccc1)=N\NC(=O)c1ccc(Br)cc1	-11%	1%	-3%	-24%	-9%	-15	56%[activator]
Fc1ccc(CN2CCN(c3ncnc4scc(-c5ccc(F)cc5)c34)CC2)cc1	-2%	-1%	-11%	-25%	-5%	-86*	-10%
CC12CCC(c3c(CO)nn(-c4ccccc4)c31)C2(C)C (stereo unspecified)	4%	51%	3%	7%	u	23	-6%
CCN(CC)CCN(C(=O)c1cc2ccccc2cc1OC)c1nc2ccc(F)cc2s1	7%	141%[activator]	3%	u	-13%	19	-19%
CC(C)(C)[C@@H]1C=C(C(=O)O)O[C@H](OCCCCO)C1	x	x	-10%	22%	x	-20	9%
CC12CCC(C(=O)Nc3cccc(Cl)c3)(C(Br)C1=O)C2(C)C (stereo unspecified)	2%	-17%	-13%	29%	-1%	-31	-6%
CC1CC(C)CN(C(=O)COC(=O)CN2C(=O)c3ccccc3C2=O)C1 (stereo unspecified)	x	-3%	2%	3%	x	-19	-5%
Cc1ccc([C@H]2C[C@H](n3cc(COC(=O)c4ccccc4)nn3)[C@@H](O)CN2C(=O)c2cccs2)cc1	x	x	-7%	x	x	-8	-10%
CCN(C(=O)c1cc2c(=O)n3cccc(C)c3nc2n1CCCOC)C1CCCCC1	6%	118%[activator]	-1%	u	-4%	u	48%[activator]
COc1cc(/C=C2\SC(=O)N(Cc3ccc(Cl)cc3)C2=O)cc([N+](=O)[O-])c1O	0%	-28%	-2%	-17%	-6%	-23	-10%

Continued.
structure	LmPK inhibitor	AmpC inh no detg	TbPYK inhibitor	HCV inhibitor	AmpC detergent	HCMV inh	AMA1-RON2 inh
COc1ccc(-c2noc(-c3ccc(N4CCN(C)CC4)c([N+](=O)[O-])c3)n2)cc1OC	x	x	-6%	x	-3%	-105*	x
CC(C)(C)OC(=O)N1CCN(C(=O)c2ncn(Cc3ccccc3)c2C(=O)N2CCN(C(=O)OC(C)(C)C)CC2)CC1	x	68%[activator]	-1%	14%	-2%	-13	2%
NS(=O)(=O)c1ccc(CCNC(=O)CSc2ccc(Cl)cc2)cc1	0%	-26%	-6%	-27%	u	-18	8%
CCOc1cc(C2NC(=O)NC(C)=C2C(C)=O)cc(Cl)c1OCC(=O)O (stereo unspecified)	-2%	-19%	6%	10%	6%	11	-5%

Record cards (already shown). Order of values: LmPK inhibitor	AmpC inh no detg	TbPYK inhibitor	HCV inhibitor	AmpC detergent	HCMV inh	AMA1-RON2 inh
CCOc1cc(C2NC(=O)NC(C)=C2C(C)=O)cc(Cl)c1OCC(=O)O (stereo unspecified) is entered as -2%	-19%	6%	10%	6%	11	-5%
NS(=O)(=O)c1ccc(CCNC(=O)CSc2ccc(Cl)cc2)cc1 is entered as 0%	-26%	-6%	-27%	u	-18	8%
COc1ccc(-c2noc(-c3ccc(N4CCN(C)CC4)c([N+](=O)[O-])c3)n2)cc1OC is entered as x	x	-6%	x	-3%	-105*	x
CC(C)(C)OC(=O)N1CCN(C(=O)c2ncn(Cc3ccccc3)c2C(=O)N2CCN(C(=O)OC(C)(C)C)CC2)CC1 is entered as x	68%[activator]	-1%	14%	-2%	-13	2%

Compound activity (PubChem)
